hiPSC survival = increases survival of single human iPS cells; hiPSC single-cell survival, ATPlite luminescence; 100% = ROCK inhibitor wells, 0% = DMSO; survival enhancement, % at 20 µM; 360,000 tested, 0.044% active; AID 602274; in the data active = survival enhancement above about 18%;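 note: cells exposed to compounds for 16 hours before the ATP read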
C8 TRAIL sens = caspase-8 TRAIL sensitization; NB7+C8 cells + TRAIL, ATPlite viability luminescence; inhibition (viability loss, TRAIL sensitization), % at 10 µM; 360,000 tested, 1% active;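 active = compounds causing at least 50% loss of cell viability in the single-dose screen, relative to plate controls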
CF NFkB inh = blocks PAF-induced NF-kB reporter in cystic fibrosis cells. KKLEB NF-kB-GFP reporter, GFP fluorescence overnight. inhibition, % at 5 µM. 360,000 tested, 0.86% active. AID 588850;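 active = at least 50% inhibition at 5 µM, scaled per plate between neutral and stimulator controls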;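 note: PAF is a Pseudomonas aeruginosa culture filtrate used as stimulus; plate controls were PAF-stimulated DMSO wells for no effect and unstimulated DMSO wells for full effect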
EBV LMP1 NFkB = inhibitors of Epstein-Barr LMP1-induced NF-kappaB reporter | LMP1-induced NF-kappaB luciferase reporter cells, luminescence | inhibition, % at 12.5 µM | 350,000 tested, 0.69% active; in the data active = inhibition above about 41%;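 note: 0% = neutral control wells and 100% = reference inhibitor control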
NR2E3 ag-1 = activates human photoreceptor nuclear receptor NR2E3; Q9Y5X4; GST-NR2E3/biotin-RetCOR TR-FRET, 1536-well; inhibition of corepressor binding, % at 4.78 µM; 320,000 tested, 0.12% active; AID 2300;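 active = percent inhibition above the cutoff of mean plus 3 SD of all tested compounds, set per screening campaign, cut at about 20% in these data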;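 note: 0% = DMSO wells and 100% = biotin wells as full block of FRET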
Target sequence (Q9Y5X4 whole entry, looked up): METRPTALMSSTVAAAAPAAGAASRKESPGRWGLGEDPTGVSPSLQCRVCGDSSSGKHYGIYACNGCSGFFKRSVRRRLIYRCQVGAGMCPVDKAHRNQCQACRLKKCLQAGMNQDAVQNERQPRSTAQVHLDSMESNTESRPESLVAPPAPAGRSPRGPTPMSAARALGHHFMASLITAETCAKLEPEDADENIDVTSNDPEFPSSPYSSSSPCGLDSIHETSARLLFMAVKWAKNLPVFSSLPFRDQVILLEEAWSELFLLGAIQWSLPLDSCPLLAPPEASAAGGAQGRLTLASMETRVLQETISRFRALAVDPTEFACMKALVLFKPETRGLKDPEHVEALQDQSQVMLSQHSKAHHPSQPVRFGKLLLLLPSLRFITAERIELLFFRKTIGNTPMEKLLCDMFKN
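Assay system: NR2E3–RetCOR corepressor complex. Quantity: 1.35 nM GST-NR2E3. Buffer or medium: pH 7.5 Tris-based buffer. Reagent: biotinylated RetCOR corepressor at 7 nM final. Schedule: 5 h at 4 °C. Detection: TR-FRET, emission read at 617 and 671 nm. Replicates: one well per compound, singlicate testing.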
NR2E3 ag-2 = activates human NR2E3 receptor | CHO-S Gal4-NCOR/VP16-NR2E3 two-hybrid, luciferase | inhibition of corepressor binding, % at 3.98 µM | 360,000 tested, 0.35% active | AID 602229;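 active = inhibition above the mean of all tested compounds plus 3 SD, cut at about 70% in these data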;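 note: 0% = DMSO with NR2E3 transfected cells and 100% = cells lacking NR2E3 construct; higher means lower luciferase signal from less NR2E3 corepressor binding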
KKLEB tox = CF airway cell cytotoxicity counter-screen; 360,000 tested, 0.36% active; KKLEB CF airway cells viability, ATPlite luminescence, overnight; stronger effect = lower value; cells stimulated with P. aeruginosa culture filtrate; activity change (cytotoxicity), % at 5 µM;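 active = corrected activity change at or below -50% at 5 µM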
TRPM1 prom inh = reduces MITF-dependent TRPM1 promoter luciferase signal. inhibition, % at 12.5 µM. 330,000 tested, 0.83% active. SK-MEL-5 TRPM1 promoter luciferase, 24 h;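 active = mean inhibition across replicates of 60% or more, whatever share of single replicates reaches that level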; note: values of inactives mirror those of a sister screen read the other way
Peg3 prom inh = inhibitors of Peg3 promoter; HeLa PEG-Prom luciferase reporter, luminescence, overnight; inhibition, % at 20 µM; 360,000 tested, 1.7% active;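 active = inhibition of at least 50% at 20 µM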
Shn3 3UTR inh = inhibitors of Schnurri-3 3'UTR reporter in osteoblasts. Clone20 osteoblast Shn3 3'UTR firefly luciferase, 24 h. inhibition, % at 12.5 µM. 360,000 tested, 0.52% active. AID 588674;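 active = mean inhibition of at least 75% with every replicate also reaching 75%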;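 note: 0% = median of neutral control wells and 100% = pilot-screen positive control compound; some compounds past the cut are filed as inactive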
HIF-2a inh = blocks HIF-2a reporter activity | 786-0 RCC cells HIF-2a reporter, luciferase luminescence, overnight | inhibition, % at 18.8 µM | 360,000 tested, 0.72% active | AID 624352;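 active = inhibition of the luminescence signal of 40% or more relative to plate controls, in a single-dose primary screen at 18.75 µM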
Starred values were filed as active, the others as inactive; nt = no result given.

SMILES	hiPSC survival	C8 TRAIL sens	CF NFkB inh	EBV LMP1 NFkB	NR2E3 ag-1	NR2E3 ag-2	KKLEB tox	TRPM1 prom inh	Peg3 prom inh	Shn3 3UTR inh	HIF-2a inh
O=[N+]([O-])c1ccc(N2CCC(O)CC2)nc1	-0.3	-1.8	1.6	-4.4	3.8	24.4	1.5	2.4	4.7	0.5	18.4
C=CCn1c(SCC(N)=O)nnc1-c1cnccn1	1.3	0.7	-36.8	-1.2	-3.2	26.9	3.5	3.7	-0.5	-9.5	12.8
CCOC(=O)N1CCC(Nc2ncnc3c2cnn3-c2ccc(Cl)cc2)CC1	-0.6	-12.4	3.3	-2.9	nt	6.1	-18.0	-13.9	-61.1	-6.7	-85.1
COCCOC(=O)c1sc(=S)n(CCOC)c1N	7.8	-2.2	6.5	-2.4	-0.6	-12.9	1.9	-3.8	17.1	-9.0	-10.3
O=C1CN(C(=O)c2ccccc2)c2ccccc2N1	0.9	-6.4	-7.3	-8.8	0.7	-5.8	7.9	-6.6	7.8	4.2	4.2
CS(=O)(=O)N(CC(=O)N1CCCC1)C1CCCCC1	-1.5	0.7	4.7	-5.3	nt	-0.7	2.5	nt	4.3	-22.6	12.4
CCOC(=O)C1CCN(Cc2ccc(OCc3ccccc3)c(OC)c2)CC1	1.6	-12.3	3.3	-0.4	0.2	5.2	-11.4	-11.2	11.6	16.3	14.3
Cc1cc(C)c2nc(N3C(=O)C(O)=C(C(=O)c4ccco4)C3c3cccc(O)c3)sc2c1 (configuration not stated)	1.3	-11.4	16.4	6.5	4.4	-52.9	7.0	2.1	-13.6	-29.2	-43.0
COc1ccccc1CN1CC(C(=O)NCc2nccn2C)CCC1=O (configuration not stated)	-0.6	-3.8	10.5	-8.1	-1.2	-17.4	-11.3	-0.8	5.0	-6.2	-10.1
CC(CCc1ccccc1)NC(=O)C1CCN(S(=O)(=O)N2CCCCC2)CC1 (configuration not stated)	-0.9	-15.0	11.8	-7.5	1.0	2.3	-0.8	-6.6	8.2	4.7	-7.7
OC(CNCCc1ccc(C(F)(F)F)cc1)COc1ccc2ccccc2c1 (configuration not stated)	0.3	4.6	11.5	4.2	3.3	-7.2	-12.5	13.5	100.6*	36.6	15.4
C=C1C(=O)[C@]23C[C@H]1CCC2[C@@]1(C)C(C[C@@H]3O)[C@](C)(C(=O)O)C[C@H](O)[C@@H]1O (some centres not stated)	-1.3	-5.7	-12.0	nt	nt	-2.1	15.9	nt	-0.8	-10.5	7.9
Cc1ccccc1-c1nnn(Cc2cccc(S(=O)(=O)N3CCOCC3)c2)n1	0.1	8.9	10.1	3.8	-1.4	64.1	11.6	0.5	-1.0	46.5	-11.5
CCN(c1ccccc1)S(=O)(=O)c1ccc(C(=O)NCC(=O)Nc2ccc(F)c(F)c2F)cc1	-0.5	27.8	10.4	-13.0	nt	-31.5	-2.8	20.6	20.5	20.1	9.0
Cc1c(C(=O)N2CCCCCC2)oc2ccccc12	0.7	0.8	13.2	-3.1	-3.2	-6.0	-7.8	2.5	-20.6	-8.8	-12.9
Cc1ccc([N+](=O)[O-])cc1NC(=O)CSc1nncc2ccccc12	-0.4	-0.5	-11.7	12.6	1.4	-9.1	-12.1	3.9	10.6	17.2	8.5
O=C1Cc2cc(NS(=O)(=O)c3ccc(F)cc3)cc3c2N1CCC3	0.3	0.6	-8.8	-5.5	5.1	-11.4	3.0	9.7	-0.6	-2.3	10.6
O=C(O)CN(CCc1ccccc1)S(=O)(=O)c1ccccc1	-0.2	-5.6	5.1	4.6	1.0	4.3	-8.7	-7.1	-12.4	-13.7	-6.3
Cc1ccc(C(=O)CN(CCC(=O)O)S(=O)(=O)c2ccc([N+](=O)[O-])cc2)cc1	0.0	1.7	-8.7	1.3	0.8	-24.1	10.8	0.6	-4.2	59.8	8.5
Cc1noc(C)c1S(=O)(=O)Nc1ccc2c(c1)C(=O)N([C@H](C)CO)C[C@H](C)[C@H](CN(C)C(=O)NC(C)C)OCCCC[C@@H](C)O2	1.9	-8.3	1.8	-2.7	nt	-1.0	-1.4	nt	-3.5	-38.4	-12.8

Limited to CF NFkB inh, for 3 of the compounds above:
mol	CF NFkB inh
Cc1noc(C)c1S(=O)(=O)Nc1ccc2c(c1)C(=O)N([C@H](C)CO)C[C@H](C)[C@H](CN(C)C(=O)NC(C)C)OCCCC[C@@H](C)O2	1.8
O=C(O)CN(CCc1ccccc1)S(=O)(=O)c1ccccc1	5.1
Cc1ccc([N+](=O)[O-])cc1NC(=O)CSc1nncc2ccccc12	-11.7

(continued)
SMILES	hiPSC survival	C8 TRAIL sens	CF NFkB inh	EBV LMP1 NFkB	NR2E3 ag-1	NR2E3 ag-2	KKLEB tox	TRPM1 prom inh	Peg3 prom inh	Shn3 3UTR inh	HIF-2a inh
c1ccc2sc(NC3=NCN(CC4CCCO4)CN3)nc2c1 (configuration not stated)	-0.5	0.0	1.7	-8.4	1.3	-40.7	18.8	-24.0	-103.8	-31.5	-137.2
Cc1c(C(=O)C(=O)N2CCN(C)CC2)c2ccccc2n1C	0.7	4.9	10.8	-5.4	-0.7	12.9	-4.7	-6.1	16.5	46.0	16.5
COc1ccccc1C(=O)NC(=O)COC(=O)c1nccnc1N	-1.2	-11.6	-6.4	0.9	nt	13.3	22.7	-1.7	2.2	12.3	1.0
CN(C)S(=O)(=O)c1ccc(NC=C(C#N)C#N)cc1	0.6	17.4	-21.4	-1.1	-2.9	-9.7	17.5	-4.5	18.3	3.6	5.6
Cc1cccc(NC(=O)C2CCCN2C(=O)OCC(C)C)c1 (configuration not stated)	0.1	-9.1	4.0	4.5	1.1	5.1	7.1	-14.5	10.9	6.6	17.7
COc1cc(/C=C/C(=O)OCC(=O)N(C)CC(=O)Nc2ccc(F)cc2)ccc1OC(F)F	-0.4	-11.0	-10.3	6.8	2.7	22.0	-3.5	3.2	6.7	4.3	1.0
O=C(NCCc1ccccc1)c1nc(CS(=O)(=O)c2ccc(Cl)cc2)no1	-0.3	6.7	-0.9	-2.1	0.6	18.3	8.4	2.1	-12.8	-5.0	4.7
NC(=O)c1cccnc1Oc1ccccc1	0.9	9.2	-9.2	-7.5	0.7	-13.9	2.5	1.1	1.9	0.8	12.5
N#CCSc1nnc(-c2ccc(S(=O)(=O)N3CCOCC3)cc2)n1CC1CCCO1 (configuration not stated)	6.8	-0.1	-14.8	2.6	-1.8	-18.5	5.6	1.1	-10.2	11.2	17.3
CCOc1ccc(C(NC(=O)c2ccco2)c2ccc(OC)c(OC)c2)cc1 (configuration not stated)	0.5	2.0	-19.8	-20.5	-3.1	-24.4	8.9	0.3	5.8	-8.7	-14.2
CCCCOc1ccc(C2=CSC3=NCCN23)cc1[N+](=O)[O-]	-0.2	-6.2	17.3	3.0	1.6	-38.1	-2.5	7.3	-23.4	7.1	-35.5
COC(=O)[C@H](CCSC)NC(=O)NCc1ccc(S(N)(=O)=O)cc1	-1.5	-3.8	5.4	-1.1	3.8	7.4	8.4	4.5	8.0	1.0	9.0
CC(=O)N1CCCc2cc(S(=O)(=O)Nc3ccc(C)cc3C)ccc21	4.6	1.6	0.0	-1.9	3.5	-3.3	-8.4	-18.1	14.2	-6.8	7.1
CC(NS(=O)(=O)c1ccccc1)C(c1cccs1)N1CCN(c2ccccc2)CC1 (configuration not stated)	-2.1	-8.4	1.3	1.3	5.8	3.9	8.3	-9.2	33.0	28.1	-0.7
O=C(c1ccccc1)c1ccc(C(=O)N2CCN(c3ccc(O)cc3)CC2)cc1	0.4	-18.8	0.4	-4.4	nt	14.9	-9.0	5.3	27.8	-7.5	-5.3
CN(CCc1ccccn1)C(=O)c1cccnc1Oc1ccccc1	-0.3	-1.4	12.3	0.4	0.5	-7.1	-1.6	7.9	1.1	8.5	13.8
O=C(O)c1ccccc1C(=O)Nc1ccc(S(=O)(=O)Nc2nccs2)cc1	1.8	-0.1	3.9	-1.3	-0.6	-15.6	25.3	4.9	8.3	-2.9	10.2
C=CCN1C(=O)c2ccc(C(=O)N(CC)CC(=O)Nc3ccc(OC)cc3)cc2C1=O	1.6	-15.5	-36.8	-9.4	-3.3	-7.1	14.1	-35.1	-9.8	-6.2	5.5
N#Cc1c(NC2CCCCC2)nc(-c2ccco2)c2c1CCCC2	2.6	10.7	11.0	-7.0	-2.5	-7.0	-4.4	-8.1	16.8	2.4	36.9
COc1ccc(C2CC(c3ccc(C(F)(F)F)cc3)=NN2c2ccc(S(N)(=O)=O)cc2)cc1 (configuration not stated)	-0.3	7.8	18.4	-16.4	nt	-32.5	6.5	-0.2	19.9	31.1	-4.9
COc1cc(C(=O)N2CCN(S(=O)(=O)c3ccc(C)cc3)CC2)ccc1OCc1c(C)noc1C	-3.2	4.3	8.3	4.5	-1.4	-2.2	3.2	-4.8	14.0	-2.4	22.1
Cc1[nH]nc2c1/C(=N\O)CCC2	-0.6	2.3	21.2	3.5	1.5	-20.6	-8.7	-12.7	14.4	-1.8	4.0
CN1C(=O)C(C)(C)c2cc(S(=O)(=O)NCC(=O)NCc3ccccc3)ccc21	2.5	4.9	-6.4	-9.5	1.4	-24.7	1.8	nt	10.1	-2.4	5.7
N=c1oc2ccc(Cl)cc2cc1C(=O)Nc1ccc(F)cc1	0.9	9.1	7.3	-36.3	2.5	-16.0	9.6	-29.0	-158.4	-83.6	-130.6
C[C@H](NC(=O)c1ccc(C(C)(C)C)cc1)C(=O)N1CCC2(CC1)NCCc1[nH]cnc12	-0.6	4.0	4.2	-13.9	-0.8	-4.9	14.8	-8.9	5.6	25.1	4.2
O=C(Nc1nc2ccc(Oc3ccccc3)cc2s1)c1cc([N+](=O)[O-])ccc1N1CCOCC1	1.1	1.5	-3.8	8.0	-3.8	-21.5	10.2	-5.0	-26.9	-13.5	-27.3
CC(=O)Oc1ccc(-c2ccc(C(=O)NCCc3ccc(S(N)(=O)=O)cc3)cc2)cc1	1.4	-7.0	-21.1	-18.0	-1.3	-22.3	5.6	-10.0	-17.0	-3.0	5.8
COc1ccc(C(=O)N2CCCc3ccccc32)cc1Br	-0.5	7.1	-1.0	8.4	-1.3	-27.4	-4.7	-0.9	-2.5	-6.6	2.9
Cc1ccc(NC(=O)CSc2nc3c(c(=O)[nH]2)CCCC3)cc1C	0.3	-9.2	19.5	-2.9	2.3	4.8	0.4	2.8	43.1	2.0	21.7
COc1cccc2c1OC[C@@H](CO)[C@H]2N(C)C(=O)Nc1ccc(Cl)cc1Cl	-2.2	-8.4	5.5	12.6	2.5	48.5	1.7	29.2	6.5	20.1	-4.1
COc1ccccc1N(CC(=O)NCc1ccccc1)S(C)(=O)=O	6.5	5.0	-11.7	1.4	-2.5	2.1	7.3	12.7	16.1	2.3	17.9

Source: PubChem BioAssay

These rows are one share of the data; rates above refer to the full screens.
